GLD-1 TGE inh: GLD-1-TGE RNA interaction inhibition (C. elegans); Q17339; purified GLD-1 + fluorescein TGE RNA, fluorescence polarization; inhibition, % at 5.96 µM; 0.44% of 320,000 active; AID 2280;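 active = percent inhibition above a per-plate cutoff, the plate mean of test compounds plus 3 SD, cut at about 30% in these data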;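 also: 0% = DMSO wells with GLD-1 and probe and 100% = wells lacking GLD-1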
Bcl-xL primary: inhibitors of human Bcl-xL; GST-Bcl-xL / FITC-Bim BH3 peptide fluorescence polarization; Q07817; 0.7% of 320,000 active; inhibition, % at 10.9 µM;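 active = inhibition above the mean of all tested compounds plus 3 SD, cutoff set per campaign, cut at about 30% in these data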;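 also: 0% = DMSO wells and 100% = unlabeled Bim-BH3 peptide competitor; inhibitors lower millipolarization by displacing the labeled peptide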
Target sequence (Q07817 whole entry, looked up): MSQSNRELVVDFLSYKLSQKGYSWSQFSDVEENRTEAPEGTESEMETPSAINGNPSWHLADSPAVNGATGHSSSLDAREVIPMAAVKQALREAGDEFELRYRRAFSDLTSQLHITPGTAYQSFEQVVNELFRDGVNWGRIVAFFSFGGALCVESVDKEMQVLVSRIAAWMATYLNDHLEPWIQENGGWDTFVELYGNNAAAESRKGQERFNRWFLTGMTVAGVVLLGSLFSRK
Fam108B counter: counter-screen for RBBP9 inhibitors: inhibitors of mouse Fam108B; recombinant Fam108B, FP-Rh probe fluorescence polarization; inhibition, % at 9.51 µM; 0.33% of 300,000 active;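 active = inhibition above the screen mean inhibition plus 3 SD, computed separately per campaign, cut at about 18% in these data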;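 also: inhibitors lower polarization as less probe binds the enzyme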
AGP1-GFP MLPCN: yeast TOR pathway AGP1-GFP modulation | S. cerevisiae AGP1-GFP multiplex flow cytometry, 3 h; GFP as percent of DMSO wells | GFP response vs DMSO, % at 10 µM | 0.02% of 320,000 active | AID 2066;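 active = GFP response relative to DMSO above a set limit, near screen average plus 3 SD, cut at about 150% in these data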;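 also: median GFP channel fluorescence of the gated AGP1 strain per well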
CIT2-GFP yeast: modulators of TOR pathway CIT2-GFP in S. cerevisiae | AID 2029 | 0.065% of 320,000 active | S. cerevisiae CIT2-GFP strain, flow cytometry, 3 h; 100 means same as DMSO wells | GFP response vs DMSO, % at 10 µM;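 active = GFP response relative to DMSO above a set limit, near the screen mean plus 3 SD, cut at about 150% in these data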;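 also: ratio of well median GFP fluorescence to mean of DMSO wells on the plate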
MCL1-BIM inh: inhibitors of human MCL1 binding to BIM-BH3 peptide. 0.68% of 320,000 active. AID 2057. Q07820. GST-MCL1 / FITC-Bim-BH3 fluorescence polarization. inhibition, % at 10.9 µM;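 active = inhibition above the mean inhibition of all tested compounds plus 3 SD, set per campaign, cut at about 40% in these data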;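 also: 0% = DMSO wells and 100% = unlabeled Bim-BH3 peptide control; higher means more loss of mP so more displacement of Bim peptide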
Target sequence (Q07820 whole entry, looked up): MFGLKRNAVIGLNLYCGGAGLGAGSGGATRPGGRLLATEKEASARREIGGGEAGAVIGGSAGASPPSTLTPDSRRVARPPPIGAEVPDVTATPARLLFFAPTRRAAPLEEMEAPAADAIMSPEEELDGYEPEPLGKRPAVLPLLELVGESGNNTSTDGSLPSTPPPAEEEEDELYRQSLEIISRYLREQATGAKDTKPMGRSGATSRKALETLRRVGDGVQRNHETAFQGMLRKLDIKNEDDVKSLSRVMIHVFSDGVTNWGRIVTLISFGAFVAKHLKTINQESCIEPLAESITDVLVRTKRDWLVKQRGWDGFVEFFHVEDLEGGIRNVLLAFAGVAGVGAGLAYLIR
MEX-5 binding: C. elegans MEX-5 TCR-2 RNA binding activity. MEX-5/FITC-TCR2 RNA binding, fluorescence polarization; hits give low values. activity score (negative = inhibition of binding), % at 10 µM. 0.38% of 300,000 active. Q9XUB2. AID 1832;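 active = inhibition past about -25% in most replicates, and total fluorescence under double the plate's negative control median, limit read from the data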;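 also: 0% = DMSO and -100% = 5 µM competing unlabeled TCR2 RNA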
Target sequence (Q9XUB2 whole entry, looked up): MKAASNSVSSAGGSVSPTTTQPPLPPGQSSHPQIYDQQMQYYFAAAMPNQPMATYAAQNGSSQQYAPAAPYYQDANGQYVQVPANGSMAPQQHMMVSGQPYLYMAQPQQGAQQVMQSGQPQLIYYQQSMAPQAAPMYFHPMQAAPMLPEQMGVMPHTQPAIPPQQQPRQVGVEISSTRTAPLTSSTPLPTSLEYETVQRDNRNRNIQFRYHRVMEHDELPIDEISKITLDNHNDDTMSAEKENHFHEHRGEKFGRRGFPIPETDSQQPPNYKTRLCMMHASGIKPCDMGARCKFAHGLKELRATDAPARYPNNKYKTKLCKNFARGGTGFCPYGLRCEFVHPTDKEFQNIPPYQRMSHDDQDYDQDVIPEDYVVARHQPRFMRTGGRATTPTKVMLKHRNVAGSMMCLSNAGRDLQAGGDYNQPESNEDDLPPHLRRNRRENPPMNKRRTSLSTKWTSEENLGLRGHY
GRK2 inh: blocks RNA aptamer binding to human GRK2; P25098; bead flow cytometry, FAM-aptamer displacement from GRK2; inhibition of aptamer binding, % at 10 µM; 0.59% of 330,000 active; AID 488847;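 active = inhibition of aptamer binding above 40%, roughly 3 SD of noise, on plates passing a quality check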;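 also: median bead fluorescence of bound FAM aptamer so fluorescent compounds give negative values; no value below 0 was filed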
VLA-4 inh: inhibition in a human VLA-4 binding assay; P13612; VLA-4 expressing cells, ligand binding flow cytometry; inhibition, % (about 7 µM as worked out from the volumes in the protocol); 0.2% of 330,000 active; in the data active = inhibition above about 50%
* marks the source's active call; other numbers are inactive results; . = no result given.

SMILES	GLD-1 TGE inh	Bcl-xL primary	Fam108B counter	AGP1-GFP MLPCN	CIT2-GFP yeast	MCL1-BIM inh	MEX-5 binding	GRK2 inh	VLA-4 inh
Cc1ccc(-c2nnc3n2N=C(c2ccccc2)CS3)cc1	2	-5	-2	94	93	-8	-1.2	5	-8
Cc1ccc(C(=O)NCC(c2ccco2)N2CCOCC2)cc1 (stereo unspecified)	4	-1	4	113	107	-12	1.8	0	8
Cc1c(C(=O)N(Cc2ccccc2)C(C)C)oc2ccc(S(=O)(=O)N3CCOCC3)cc12	8	4	5	111	97	9	2.3	1	10
Cc1ccc(S(=O)(=O)n2c3ccc(F)cc3c3nc(C)sc32)cc1	6	5	-6	98	100	15	3.7	0	-2
Cc1nnc(NC(=O)CSc2ncn(-c3ccccc3)n2)s1	2	-3	-3	95	98	5	0.2	1	7
O=[N+]([O-])c1ccc(O)c(/C=N/Nc2ncnc3c2cnn3-c2ccccc2)c1	.	.	.	91	105	.	-1.2	0	-30
O=C(O)CCc1nn2cc(-c3ccccc3)nc2[nH]c1=O	3	5	4	98	100	-3	-4.7	2	11
CCOc1cc(Cl)c(S(=O)(=O)NCc2ccccn2)cc1Cl	5	5	3	93	100	2	-1.4	3	-14
CCNc1cc(N2CCOCC2)nc(SC)n1	-4	1	4	85	88	5	0.2	1	0
COc1ccc(N(CC(=O)Nc2ccccc2C(N)=O)S(=O)(=O)c2ccc(C)c([N+](=O)[O-])c2)cc1	10	6	-3	95	86	1	-1.7	0	-3
CN1CCN(C(=O)c2ccc3ccccc3c2)CC1	0	7	5	103	108	7	1.2	0	-2
CC1=C(C(=O)N2CCN(c3cc(C)ccc3C)CC2)C2(CCCCC2)OC1=O	-1	1	3	103	104	1	-0.5	0	10
CCn1cc(/C=C(\NC(=O)c2ccc(OC)cc2)C(=O)N2CCOCC2)c2ccccc21	7	2	1	95	95	4	-0.8	0	12
CCCN1C(=O)/C(=C/c2cc(C)n(C)c2C)SC1=Nc1ccc(OC)cc1	9	-9	1	91	89	-12	2.1	2	15
CCOC(=O)CSc1nnc(COc2cccc(C)c2)o1	-3	5	1	102	91	-2	-0.4	1	-1
CCOC(=O)N1N=C(c2ccccc2)CC1(O)C(F)(F)F (stereo unspecified)	-6	2	4	102	98	-6	.	1	7
Cc1cccc(CCNC(=O)COc2cc(=O)n(C)c3ccccc23)c1	3	5	-4	92	98	0	-1.5	0	-4
CC(C)CNC(=O)CSc1nnc(-c2cccc(S(=O)(=O)N3CCCCC3)c2)o1	0	5	-4	92	89	7	1.0	0	2
CCOC(=O)CC1C(=O)NC2CCCCC2N1C(=O)Nc1ccc(Cl)cc1 (stereo unspecified)	-1	-1	10	107	92	2	.	1	13
COc1ccc(Cl)cc1-n1c(=S)sc2c(=O)[nH]c(SCC(=O)C(C)(C)C)nc21	-1	9	-1	95	100	5	2.5	0	-5
CN(C)S(=O)(=O)n1cnc([C@@H]2[C@@H]3C(=O)OC[C@@H]3C[C@]23N=CN(Cc2ccccc2)C3=O)c1	-5	5	.	105	100	0	.	0	22
CCN(C(=O)COC(=O)c1cc([N+](=O)[O-])ccc1N1CCOCC1)C1CCCCC1	1	-1	2	107	99	-3	-0.2	0	-6
COC(=O)c1ccc(NC(=O)CCc2nnc3ccc(N4CCC5(CC4)OCCO5)nn23)cc1	-7	5	2	102	106	3	-0.5	3	-3
CCN(c1nc(C)cc(OC)n1)S(=O)(=O)c1ccccc1	2	-4	-2	97	98	-1	-1.0	7	7
CC(Sc1ccc(S(=O)(=O)N2CCOCC2)cn1)C(=O)Nc1ccc(Cl)cc1Cl (stereo unspecified)	0	6	.	97	95	11	.	1	9
CCOC(=O)N1CCC(N(CCN(C)C)C(=S)Nc2ccc(Oc3ccccc3)cc2)CC1	4	7	1	98	92	11	2.8	0	.
Cc1ccc(C(=O)N/N=C\c2ccc(OC(=O)c3cccc(F)c3)cc2)cn1	1	0	-21	100	97	-1	-0.1	2	6
COc1ccc(C(C(=O)NC2CCCC2)N(Cc2ccccc2)C(=O)c2snc(C(N)=O)c2N)cc1OC (stereo unspecified)	2	4	-4	96	98	2	0.2	0	3
O=C(O)c1cnc(-c2ccccc2)nc1Sc1ccccc1	12	6	3	101	103	8	-0.1	1	-15
CN(C)CCC1Sc2ccccc2Oc2ccccc21 (stereo unspecified)	-1	3	3	99	99	7	-1.8	0	14

In a second layout: 6 of the compounds above.
smiles | GLD-1 TGE inh | Bcl-xL primary | Fam108B counter | AGP1-GFP MLPCN | CIT2-GFP yeast | MCL1-BIM inh | MEX-5 binding | GRK2 inh | VLA-4 inh
CCOC(=O)N1N=C(c2ccccc2)CC1(O)C(F)(F)F (stereo unspecified) | -6 | 2 | 4 | 102 | 98 | -6 | . | 1 | 7
Cc1cccc(CCNC(=O)COc2cc(=O)n(C)c3ccccc23)c1 | 3 | 5 | -4 | 92 | 98 | 0 | -1.5 | 0 | -4
CC(C)CNC(=O)CSc1nnc(-c2cccc(S(=O)(=O)N3CCCCC3)c2)o1 | 0 | 5 | -4 | 92 | 89 | 7 | 1.0 | 0 | 2
CCOC(=O)CC1C(=O)NC2CCCCC2N1C(=O)Nc1ccc(Cl)cc1 (stereo unspecified) | -1 | -1 | 10 | 107 | 92 | 2 | . | 1 | 13
COc1ccc(Cl)cc1-n1c(=S)sc2c(=O)[nH]c(SCC(=O)C(C)(C)C)nc21 | -1 | 9 | -1 | 95 | 100 | 5 | 2.5 | 0 | -5
CN(C)S(=O)(=O)n1cnc([C@@H]2[C@@H]3C(=O)OC[C@@H]3C[C@]23N=CN(Cc2ccccc2)C3=O)c1 | -5 | 5 | . | 105 | 100 | 0 | . | 0 | 22

The list continues:
SMILES	GLD-1 TGE inh	Bcl-xL primary	Fam108B counter	AGP1-GFP MLPCN	CIT2-GFP yeast	MCL1-BIM inh	MEX-5 binding	GRK2 inh	VLA-4 inh
Cc1cccc(CCNC(=O)C2CCN(S(=O)(=O)c3c(C)nn(C)c3C)CC2)c1	-2	0	0	101	113	-1	0.4	0	-26
Cc1ccccc1CC(=O)NCCN1CCOCC1	10	6	-2	94	103	13	-11	5	-10
CCc1nnc(NC(=O)CSc2nnc(Cc3ccccc3)n2-c2ccccc2)s1	4	2	3	97	94	3	1.3	0	8
O=C(N/N=C\c1cccnc1)c1ccc(Cl)cc1Cl	3	1	-3	102	98	-1	1.5	3	8
COC(=O)c1cn(C(=O)c2cc(OC)cc(OC)c2)c2ccccc12	4	-1	-1	91	109	4	-0.1	.	-4
CC(Sc1ccccc1)C(=O)N1CCN(S(=O)(=O)c2ccccc2C(F)(F)F)CC1 (stereo unspecified)	0	2	-1	90	101	2	-0.6	2	-6
CCOC(=O)c1nn(-c2ccc3ccccc3c2)cc1O	2	0	-1	85	103	-4	1.9	4	10
CCOc1cc(C(=O)NCC(C)CN(C)C)cc(OCC)c1OCC (stereo unspecified)	9	-1	-4	104	100	0	0.6	2	8
Cn1cc(CNC(=O)C2CCCCC2)cn1	4	3	-4	99	100	9	1.3	4	13
CC(C)(C)NC(=O)CON=C1c2ccccc2-c2ccccc21	-7	-2	-6	90	93	-9	1.4	0	18
O=C(Nc1cc2c(=O)n(-c3ccc(Oc4ccccc4)cc3)ccc2oc1=O)c1ccccc1	0	5	-7	95	102	-5	-0.7	0	18
COc1ccccc1N1CCN(C(=O)C(C)N(c2ccc(C)c(C)c2)S(C)(=O)=O)CC1 (stereo unspecified)	3	-3	0	102	91	-4	-0.2	0	33
O=C(Nc1cccc(S(=O)(=O)NC2=NCCCCC2)c1)c1cc(-c2ccccc2)nc2ccccc12	5	7	-15	98	90	8	1.9	0	1
COc1ccc(-c2nnc(SCC(=O)NNC(=O)c3ccc(C)cc3)o2)cc1	4	5	3	102	101	-1	0.0	0	10
Cc1cccc(CN2CCC(C(=O)Nc3cccc(-c4cscn4)c3)CC2)n1	3	-1	-6	99	95	-5	.	0	-3
Cc1cc(NC(=O)c2ccc(N3C(=O)C4C5C=CC(C5)C4C3=O)cc2)no1 (stereo unspecified)	5	-2	-5	100	99	-5	0.5	9	9
CCOCCOc1cccc(C(=O)NC(c2ccccc2)c2ccccc2)c1	6	-1	-4	113	119	-4	1.3	0	-7
CCOC(=O)c1ccc2[nH]c3c(c2c1)CN(C)CC3	-1	4	3	92	106	2	0.8	0	-20
CCc1ccc(NC(=S)N(CCCN2CCN(C)CC2)Cc2cccs2)cc1	1	10	0	107	108	9	-0.7	0	-9
CCCc1ccc2oc(C(=O)N(C)Cc3ccn[nH]3)c(C)c2c1	4	3	5	109	106	0	-1.2	0	5
NC(=O)NC(Cc1ccccc1)C(=O)NNC(=O)COc1ccccc1Cl (stereo unspecified)	0	.	.	101	95	.	.	2	8
Nc1cc(Cl)nc(N/N=C/c2ccc([N+](=O)[O-])cc2)n1	1	3	0	101	97	0	-3.4	0	6
CCCCCCOc1ccc(N2C(=O)CC(N(CCc3ccc(S(N)(=O)=O)cc3)C(C)=O)C2=O)cc1 (stereo unspecified)	-7	-1	-7	99	93	-9	1.3	0	-25
COc1cc2c(cc1OC)CN(C(=O)c1oc3ccccc3c1C)CC2	3	-1	1	99	90	4	-7.4	0	10
COc1ccccc1C(CNC(=O)c1cccc(S(=O)(=O)NCc2ccccc2)c1)N(C)C (stereo unspecified)	4	-3	2	102	93	-7	0.0	2	24
CC1CCc2nn(CC(=O)NCCCN3CCOCC3)cc2C1 (stereo unspecified)	3	0	3	106	104	5	0.7	0	-3
O=C(NCc1cccnc1)C1CC(c2ccccc2O)=NO1 (stereo unspecified)	-5	5	2	96	97	4	0.3	.	-7
COc1ccc(CCNc2ccc(N3C(=O)CC(C)C3=O)cc2[N+](=O)[O-])cc1 (stereo unspecified)	-3	2	3	96	98	3	-0.2	0	9
Cc1ccc(S(=O)(=O)NNC(=O)c2ccc(NC(=O)C3CC3)cc2)cc1	.	.	.	96	102	.	.	4	-12
COc1ccc2[nH]c3c(c2c1)CCN1C(=O)N([C@@H](C)C(=O)NC2CCCCC2C)C(=O)[C@]31C (stereo partly specified)	4	8	8	103	105	4	1.9	0	-18
COc1cc(OC)cc(C(=O)NNC(=O)c2ccccc2Br)c1	-1	1	4	95	94	-1	-3.0	0	12
O=C1CC(Cc2ccccc2)C(=O)N1c1ccc(Cl)cn1 (stereo unspecified)	-3	-8	2	102	88	-11	-6.1	0	6
CCCCCC/C=N/Nc1nnc(Cc2ccccc2)c(=O)[nH]1	1	3	0	104	105	6	0.0	0	4
CCCOC(=O)c1ccc(Oc2c(-c3ccc(OC)cc3O)n[nH]c2C)cc1	4	9	-4	100	104	6	-1.6	0	3
Cc1sc2ncnc(-n3cnc4ccccc43)c2c1C	6	3	-3	95	91	2	-2.6	3	-4
Cc1ccccc1CNC(=O)C(=O)NCC1OCCCN1S(=O)(=O)c1ccc(F)cc1C (stereo unspecified)	5	3	-1	92	88	1	1.8	0	2
O=S(=O)(c1ccc(NC(=S)NN=C(C2CC2)C2CC2)cc1)N1CCOCC1	6	4	9	112	110	3	0.2	1	-4
CC(NC(=O)C1CCC(CNS(=O)(=O)c2ccc3c(c2)C(C)(C)C(=O)N3C)CC1)c1ccccc1 (stereo unspecified)	3	4	0	102	101	-3	2.9	0	-1
CC1(C)CC(=O)c2c(n(-c3cccc4ccccc34)ccc2=O)C1	-1	-4	-1	82	88	0	1.4	1	30
N#Cc1c(NC(=O)C2CC(Cl)=CCC2C(=O)O)sc2c1CCCCC2 (stereo unspecified)	3	9	-4	90	74	15	0.2	0	1
Cc1c(Cl)cccc1Nc1nc(N)nc(CSc2nc3ccccc3s2)n1	5	5	-10	94	87	8	-2.6	2	27
Cc1cc(=O)c(C(=O)O)nn1-c1ccccc1	1	-9	-1	106	103	-3	0.5	1	3
